# Assay outcomes from PubChem.
# TAAR1 agonist = human TAAR1 agonism; Q96RJ0; CHO RD-HGA16 TAAR1, Fluo-8 calcium fluorescence; vehicle wells 0%, saturating PEA agonist 100%; activation, % at 3 µM; actives 0.99% (n = 360,000); AID 624467;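 active = activation above the mean activation of all test compounds in the run plus 3 SD, cut at about 38% in these data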
# Target sequence (Q96RJ0 whole entry, looked up): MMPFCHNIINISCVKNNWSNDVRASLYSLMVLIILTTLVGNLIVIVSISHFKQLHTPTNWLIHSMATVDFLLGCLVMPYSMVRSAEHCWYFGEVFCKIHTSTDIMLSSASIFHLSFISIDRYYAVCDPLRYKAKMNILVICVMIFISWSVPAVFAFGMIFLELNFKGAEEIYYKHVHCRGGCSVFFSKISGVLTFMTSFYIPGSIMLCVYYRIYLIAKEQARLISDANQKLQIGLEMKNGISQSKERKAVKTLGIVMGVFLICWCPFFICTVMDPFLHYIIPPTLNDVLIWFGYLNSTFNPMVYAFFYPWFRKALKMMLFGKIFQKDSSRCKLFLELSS
#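 Test system: RD-HGA16 (CHO) cells co-expressing Gα16 and hTAAR1; dosing: one-point dosing at 3 µM (nominal); timing: 17-24 h seeding, 75 min 37 °C dye, 30 min RT; signal: kinetic Fluo-8 calcium fluorescence; read-out basis: % activation relative to PEA EC100 response; controls: DMSO and PEA EC100; replicates: n 1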
# M1 ag = activates human CHRM1 receptor. P11229. CHO-K1 hM1, Fluo-8 calcium fluorescence, agonist mode; 0% DMSO, 100% acetylcholine EC100. activation, % at 3 µM. actives 0.33% (n = 360,000). AID 588814;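 active = activation above the run's mean compound activation plus 3 SD, cut at about 16% in these data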;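 also: peak over basal fluorescence ratio within a 140 s kinetic read after compound addition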
# M1 antag = human CHRM1 antagonism; P11229; CHO-K1 hM1, Fluo-8 calcium fluorescence, ACh EC80 antagonist; inhibition, % at 3 µM; actives 1.3% (n = 360,000); AID 588852;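 active = percent inhibition above its own plate's cutoff, namely the mean of that plate's compound wells plus 3 SD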;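 also: peak over basal fluorescence ratio during 140 s after agonist addition; 0% = ACh EC80 plus DMSO and 100% = DMSO alone without agonist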
# CHO parental Ca = signal in parental CHO cells, OX1R antagonist counter-screen; parental CHO-K1, ATP-induced calcium, Fluo-8 fluorescence; inhibition, % at 5.6 µM; actives 0.63% (n = 330,000);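 active = inhibition above that plate's mean sample inhibition plus 3 SD, cut at about 26% in these data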;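 also: 0% = ATP-challenged DMSO wells and 100% = DMSO wells without ATP; some compounds past the cut are filed as inactive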
#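 Material: Parental CHO cells | Reagent: ATP | Compound dosing: Single nominal dose of 5.6 µM per compound | Detection: Intracellular calcium via Fluo-8 no-wash fluorescent dye | Read-out: % inhibition of ATP-induced calcium mobilization | Benchmarks: Low control ATP plus DMSO, high control DMSO only | Replicates: Singlicate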
# CHO-K1 Ca antag = M1 antagonist counterscreen hit in parental CHO-K1 cells; AID 602250; ATP-induced calcium, Fluo-8 fluorescence; inhibition, % at 3 µM; actives 0.6% (n = 360,000);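 active = inhibition above a per-plate cutoff, the plate's mean sample inhibition plus 3 SD, cut at about 24% in these data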;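 also: 0% = DMSO plus EC80 ATP and 100% = DMSO alone without ATP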
# CHO-K1 Ca ag = M1 agonist counterscreen hit in parental CHO-K1 cells; Fluo-8 calcium fluorescence; scaled to maximal ATP response, vehicle zero; activation, % at 3 µM; actives 0.48% (n = 360,000); AID 602248; in the data active = activation above about 15%;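 also: untransfected CHO-K1 host cells lacking M1 receptor as counterscreen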
# CHO-K1 Ca PAM = counter-screen for M1 PAMs: effect in parental CHO-K1 cells | ATP EC20, Fluo-8 calcium fluorescence; 0% at ATP EC20, 100% at ATP max | activation, % at 3 µM | AID 602247 | actives 0.02% (n = 360,000);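 active = activation above the run cutoff, the mean activation of all test compounds plus 3 SD, cut at about 40% in these data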;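 also: peak over basal fluorescence ratio in a 140 s read after ATP addition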
# TAAR1 antagonist = human TAAR1 antagonism; Q96RJ0; CHO RD-HGA16 TAAR1, Fluo-8 calcium fluorescence, antagonist; inhibition, % at 3 µM; actives 1.5% (n = 360,000); AID 624466;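 active = inhibition above a per-plate cutoff, the mean inhibition of test compounds on that plate plus 3 SD, cut at about 49% in these data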;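 also: 0% = DMSO plus EC80 beta-PEA response and 100% = DMSO alone without agonist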
#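 Test system – hTAAR1-expressing CHO RD-HGA16 cells, Gα16-coupled · Reagent – β-PEA at EC80 concentration, post-compound challenge · Compound dosing – 3 µM, single point · Timing – 140 s kinetic read after compound, 140 s after agonist · Detection – Fluo-8 intracellular calcium dye fluorescence, real-time kinetic reads · Control set – DMSO and EC80 PEA controls · Repeats – n of 1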
# OXTR potentiate = potentiators of human oxytocin receptor; P30559; actives 0.061% (n = 320,000); CHO-OTR cells, Fluo-8 calcium fluorescence, potentiator mode; 0% = oxytocin EC15, 100% = EC100; activation, % at 3 µM;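 active = activation above that plate's cutoff, the mean activation of tested compounds plus 3 SD, cut at about 6.6% in these data, passing the limit was not always enough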;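 also: 100% uses oxytocin at 75 nM as the full agonist control; some results filed as inactive read as strong as hits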
# Target sequence (P30559 whole entry, looked up): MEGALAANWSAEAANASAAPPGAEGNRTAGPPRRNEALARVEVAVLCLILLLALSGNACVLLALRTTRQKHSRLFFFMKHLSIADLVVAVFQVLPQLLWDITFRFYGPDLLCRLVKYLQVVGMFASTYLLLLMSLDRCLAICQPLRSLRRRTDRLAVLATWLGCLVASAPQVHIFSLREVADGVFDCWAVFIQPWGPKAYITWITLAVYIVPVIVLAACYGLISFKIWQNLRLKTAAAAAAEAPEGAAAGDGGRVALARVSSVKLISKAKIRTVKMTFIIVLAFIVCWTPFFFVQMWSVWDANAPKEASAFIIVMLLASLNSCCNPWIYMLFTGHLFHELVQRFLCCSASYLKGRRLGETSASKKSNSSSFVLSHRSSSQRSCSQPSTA
#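 System: human OTR in CHO cells / Also added: sub-maximal oxytocin, roughly EC15 / Control set: EC15 oxytocin low, 75 nM oxytocin high / Schedule: 6 min compound pre-incubation at room temperature, 100 s kinetic read / Compound: single-point 3.0 µM / Replication: singlicate / Technique: Fluo-8 calcium dye fluorescence / Read-out basis: % activation of max/min ratio relative to oxytocin controls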
# * = called active by the depositor; nt = no result given.
# Abbreviations – A = TAAR1 agonist; B = M1 ag; C = M1 antag; D = CHO parental Ca; E = CHO-K1 Ca antag; F = CHO-K1 Ca ag; G = CHO-K1 Ca PAM; H = TAAR1 antagonist; I = OXTR potentiate
COCc1[nH][nH]c(=O)c1C=Nc1ccc(C(F)(F)F)cc1
  A = 5	B = -4	C = -6	D = -6	E = -4	F = 0.0	G = 12	H = -1	I = -7

O=C(NCC(c1ccco1)N1CCc2ccccc21)C(=O)Nc1ccccc1F (stereo not drawn)
  A = 0	B = -5	C = -8	D = -22	E = -9	F = 0.9	G = 23	H = -47	I = -13

COc1ccc(CCNC(=O)c2ccc(CNS(=O)(=O)c3cc(C)ccc3C)cc2)cc1OC
  A = 17	B = 0	C = -24	D = -18	E = -4	F = 7.7	G = 17	H = 43	I = -25

CCOc1ccc(C2C(C(=O)O)c3ccccc3C(=O)N2CCN2CCOCC2)cc1 (stereo not drawn)
  A = 5	B = -3	C = 10	D = -5	E = 6	F = 0.7	G = -7	H = 5	I = 1

CC(C)n1c(SCC(=O)N2CCCC2)nc2c1c(=O)n(C)c(=O)n2C
  A = 7	B = -2	C = 1	D = -19	E = 5	F = -0.1	G = -3	H = -14	I = 8

CC1CC(NC(=O)c2cc3c(=O)n4ccccc4nc3n2C)CC(C)(C)C1 (stereo not drawn)
  A = 2	B = -2	C = -10	D = -11	E = 15	F = 0.0	G = 16	H = -5	I = -4

CC(=NOC(=O)c1ccc(Cl)cc1)c1nccs1
  A = 1	B = -7	C = -7	D = nt	E = 0	F = 0.3	G = 5	H = -7	I = nt

CCOc1ccccc1OCCCC(=O)N1CCN(S(=O)(=O)c2cccc(F)c2)CC1
  A = 4	B = -3	C = -6	D = -19	E = 11	F = 0.8	G = -4	H = 3	I = -17

O=C(NCCOc1ccccc1)c1ccccc1SCC(=O)N1CCCC1
  A = 2	B = -2	C = -9	D = -13	E = -7	F = 0.6	G = 13	H = -8	I = 6

COc1cc(C(=O)NCCc2cn3ccc(C)cc3n2)cc(OC)c1OC
  A = 2	B = 0	C = -11	D = -13	E = -1	F = 1.7	G = 13	H = -11	I = -1

O=C(COc1cc(Cl)ccc1Cl)Nc1nnc(C2CC2)s1
  A = 1	B = -7	C = -2	D = -4	E = 5	F = 0.5	G = 25	H = -36	I = 2

CCN(C(=O)c1cc2cc(OC)ccc2oc1=O)c1ccccc1
  A = 18	B = -2	C = -18	D = -20	E = -8	F = 0.1	G = -3	H = -7	I = -21

C=CCn1c(SCC(=O)N(CC)CC)nc(O)cc1=O
  A = 2	B = 1	C = -3	D = -3	E = -22	F = 0.1	G = 3	H = -1	I = -2

Cc1ccc2nc(C)c3c(c2c1)N(c1ccc(F)cc1)CC3
  A = 6	B = -8	C = 4	D = -11	E = -14	F = 3.6	G = 27	H = -30	I = -7

O=C(COC(=O)CCc1nc2ccccc2c(=O)[nH]1)NC(c1ccccc1)c1ccccc1
  A = 3	B = -4	C = -14	D = -1	E = -13	F = 0.3	G = 4	H = 0	I = -4

# Entries of single compounds from above. Order of screens: TAAR1 agonist | M1 ag | M1 antag | CHO parental Ca | CHO-K1 Ca antag | CHO-K1 Ca ag | CHO-K1 Ca PAM | TAAR1 antagonist | OXTR potentiate
# Cc1ccc2nc(C)c3c(c2c1)N(c1ccc(F)cc1)CC3 as listed: 6 | -8 | 4 | -11 | -14 | 3.6 | 27 | -30 | -7
# COc1ccc(CCNC(=O)c2ccc(CNS(=O)(=O)c3cc(C)ccc3C)cc2)cc1OC as listed: 17 | 0 | -24 | -18 | -4 | 7.7 | 17 | 43 | -25

# (continued)
# Abbreviations – A = TAAR1 agonist; B = M1 ag; C = M1 antag; D = CHO parental Ca; E = CHO-K1 Ca antag; F = CHO-K1 Ca ag; G = CHO-K1 Ca PAM; H = TAAR1 antagonist; I = OXTR potentiate
CCOC(=O)CCCCC(=O)c1[nH]c(=O)[nH]c1CSCCO
  A = 2	B = -2	C = -13	D = -4	E = -12	F = -0.1	G = 10	H = 1	I = -2

Cc1cc(C)n(-c2nc3c(c(=O)[nH]c(=O)n3C)n2CC(O)c2ccccc2)n1 (stereo not drawn)
  A = 12	B = -2	C = -33	D = -21	E = -10	F = 1.5	G = 16	H = 17	I = -11

Cc1ccc(SCC(=O)NC(=O)Nc2ccc3c(c2)OCCO3)c(C)c1
  A = 5	B = -7	C = -15	D = 15	E = 1	F = 0.0	G = 8	H = -2	I = 3

Cc1cc(C)nc(N/N=C/c2ccccc2)n1
  A = nt	B = -6	C = -7	D = -4	E = -6	F = 0.0	G = 12	H = nt	I = -5

COc1ccc(/C=N/NC(=O)c2sc3nc(C)cc(C)c3c2N)cc1
  A = 10	B = -2	C = -4	D = -28	E = 7	F = -0.1	G = -2	H = 6	I = 0

CCCn1c(N)c(N(CCOC)C(=O)COC(=O)COc2c(C)cc(C)cc2C)c(=O)[nH]c1=O
  A = 3	B = -2	C = -22	D = nt	E = 3	F = -0.1	G = 10	H = -18	I = nt

COc1ccc(N2CCN(CC(=O)NC(=O)NCc3ccco3)CC2)cc1
  A = -1	B = -8	C = -10	D = 2	E = -6	F = 0.0	G = 20	H = -20	I = 6

CC(=O)c1ccc(NC(=O)C2CC(=O)N(C(C)C)C2)cc1 (stereo not drawn)
  A = 1	B = -3	C = -3	D = -10	E = -13	F = 1.5	G = 8	H = -8	I = -10

Cn1c(=O)[nH]c(=O)c2c1nc1n2CC(COc2ccc3ccccc3c2)O1 (stereo not drawn)
  A = 8	B = -2	C = -9	D = -33	E = 7	F = 1.6	G = -22	H = -15	I = -1

COC(=O)c1c(NC(=O)c2ccco2)sc2c1CC(C)(C)NC2(C)C
  A = 2	B = -4	C = -2	D = 2	E = -7	F = 0.9	G = -2	H = -5	I = -9

O=C(c1ccc2c(c1)OCCCO2)c1cccs1
  A = 4	B = -7	C = -14	D = 9	E = -7	F = -0.1	G = 16	H = -10	I = -1

O=C(NCCCN1CCN(c2ccc(F)cc2)CC1)Nc1ccc([N+](=O)[O-])cc1
  A = 30	B = 6	C = 12	D = 6	E = -10	F = 15*	G = 15	H = -15	I = -16

COCCNC(=O)c1c[nH]c2cc(OC)c(OC)cc2c1=O
  A = 7	B = -4	C = 5	D = 2	E = 14	F = 0.0	G = -8	H = 16	I = -9

Cc1nc(NC(=S)NC(=O)COc2ccccc2Cl)ccc1Br
  A = 0	B = -7	C = -4	D = -16	E = 1	F = 0.2	G = 0	H = -10	I = -1

O=C(CSc1nnc(-c2ccc(F)cc2)n1CC1CCCO1)NCc1ccco1 (stereo not drawn)
  A = 0	B = -2	C = -12	D = -9	E = -7	F = 0.9	G = 14	H = -12	I = -8

# Abbreviations – A = TAAR1 agonist; B = M1 ag; C = M1 antag; D = CHO parental Ca; E = CHO-K1 Ca antag; F = CHO-K1 Ca ag; G = CHO-K1 Ca PAM; H = TAAR1 antagonist; I = OXTR potentiate
Cc1nc(SCC(=O)N2CCC(Cc3ccccc3)CC2)[nH]c(=O)c1C
  A = 0	B = -1	C = -7	D = -19	E = -7	F = 1.6	G = -2	H = 26	I = 0

CCOC(=O)c1nc(C)sc1-c1ccnn1S(=O)(=O)c1ccccc1C(F)(F)F
  A = -1	B = -4	C = -7	D = -32	E = -4	F = -0.1	G = 4	H = -60	I = -7

Cc1ccc(S(=O)(=O)N2C[C@@H]3[C@H]4CC[C@H](C4)[C@@H]3[C@@H](C)[C@H]2C#N)cc1
  A = -2	B = -4	C = 4	D = -9	E = -6	F = -0.3	G = -2	H = -6	I = nt

Cc1nnc(SCc2cc(=O)n3[nH]cnc3n2)s1
  A = 10	B = -2	C = 11	D = 9	E = 25*	F = -0.3	G = -7	H = -2	I = -3

Cc1ccc(Cn2nc(C)c(NC(=O)c3nn(C)cc3Cl)c2C)cc1
  A = 11	B = -1	C = -16	D = -10	E = -14	F = 0.5	G = 9	H = -11	I = -12

CCOC(=O)CSc1nc(N)nc(C)c1Br
  A = 1	B = -5	C = -25	D = -14	E = -5	F = 0.5	G = 18	H = 2	I = 3

Cc1cccc(S(=O)Cc2ccc(C(=O)N3CCN(C(=O)c4ccco4)CC3)o2)c1 (stereo not drawn)
  A = 9	B = -4	C = -17	D = -13	E = -1	F = 1.5	G = 7	H = -19	I = 3

CCCCc1nc2ccccc2c(N)c1CCC (tested in a mixture with another compound)
  A = 3	B = -10	C = -4	D = -20	E = -4	F = 3.4	G = 32	H = 10	I = -6

CCn1c(SCC(=O)Nc2nnc(C)s2)nc2c(c1=O)SC(C)C2 (stereo not drawn)
  A = 0	B = 0	C = -21	D = -5	E = 12	F = -0.1	G = 11	H = -7	I = 0

Cc1ccc(-c2ccc(S(=O)(=O)N3CCN(C)CC3)cc2)cc1
  A = 0	B = -6	C = -5	D = -18	E = -8	F = 0.1	G = 15	H = -8	I = -8

# Among those listed so far, 7 contain fluorine.
# Abbreviations – A = TAAR1 agonist; B = M1 ag; C = M1 antag; D = CHO parental Ca; E = CHO-K1 Ca antag; F = CHO-K1 Ca ag; G = CHO-K1 Ca PAM; H = TAAR1 antagonist; I = OXTR potentiate
COCc1[nH][nH]c(=O)c1C=Nc1ccc(C(F)(F)F)cc1
  A = 5	B = -4	C = -6	D = -6	E = -4	F = 0.0	G = 12	H = -1	I = -7

O=C(NCC(c1ccco1)N1CCc2ccccc21)C(=O)Nc1ccccc1F (stereo not drawn)
  A = 0	B = -5	C = -8	D = -22	E = -9	F = 0.9	G = 23	H = -47	I = -13

CCOc1ccccc1OCCCC(=O)N1CCN(S(=O)(=O)c2cccc(F)c2)CC1
  A = 4	B = -3	C = -6	D = -19	E = 11	F = 0.8	G = -4	H = 3	I = -17

Cc1ccc2nc(C)c3c(c2c1)N(c1ccc(F)cc1)CC3
  A = 6	B = -8	C = 4	D = -11	E = -14	F = 3.6	G = 27	H = -30	I = -7

O=C(NCCCN1CCN(c2ccc(F)cc2)CC1)Nc1ccc([N+](=O)[O-])cc1
  A = 30	B = 6	C = 12	D = 6	E = -10	F = 15*	G = 15	H = -15	I = -16

O=C(CSc1nnc(-c2ccc(F)cc2)n1CC1CCCO1)NCc1ccco1 (stereo not drawn)
  A = 0	B = -2	C = -12	D = -9	E = -7	F = 0.9	G = 14	H = -12	I = -8

CCOC(=O)c1nc(C)sc1-c1ccnn1S(=O)(=O)c1ccccc1C(F)(F)F
  A = -1	B = -4	C = -7	D = -32	E = -4	F = -0.1	G = 4	H = -60	I = -7

# Rows were taken by chance. Share with any hit: about 4.2%.
